Screening results as filed in PubChem.
SMARCA2 activ: increases SMARCA2 function in MMTV reporter cells | activation, % at 9.1 µM | AID 652017 | hit rate 1% among 370,000 | MG213 cells, MMTV-luciferase reporter, dexamethasone, overnight; in the data active = activation above about 7.8%;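 also: 0% = vehicle wells and 100% = reference activator wells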
ssDAF12 agonist: activates DAF-12 receptor from parasite S. stercoralis; HEK293 ssDAF-12/GRIP1 lit1-tk-luc reporter, luminescence; % of 3 µM dafachronic acid response; activation, % at 6.8 µM; hit rate 1% among 370,000;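 active = activation above the mean over all tested compounds plus 3 SD, cut at about 0.9% in these data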;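 also: 0% = DMSO-only wells and 100% = 3 µM delta7-dafachronic acid wells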
hgDAF12 agonist: agonists of H. glycines DAF-12 nuclear receptor; activation, % at 6.8 µM; hit rate 1.8% among 370,000; HEK293 GAL4-hgDAF12 UAS-luciferase reporter, agonist luminescence; normalized to butyrate control;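 active = activation above a cutoff set at the mean of all screened compounds plus 3 SD, cut at about 10% in these data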;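 also: 0% = DMSO wells and 100% = sodium butyrate wells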
PG9 binder: small molecules binding HIV-1 gp120 antibody PG9. hit rate 0.43% among 360,000. AID 624416. inhibition, % at 6.7 µM. TR-FRET gp120-PG9 antibody binding; in the data active = inhibition above about 8.5%
ADAM17 inh: inhibitors of human ADAM17. hit rate 0.83% among 370,000. P78536. recombinant ADAM17, EDANS/DABCYL FRET peptide cleavage. inhibition, % at 6.95 µM;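 active = inhibition above the mean of compounds lying between control limits plus 3 SD, set per campaign, cut at about 8.5% in these data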;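 also: 0% = DMSO-only wells as the low control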
hcDAF12 agonist: H. contortus DAF-12 activation, primary screen | HEK293 hcDAF-12 lit1-tk-luc reporter, luminescence; 0% DMSO, 100% Δ7-dafachronic acid | hit rate 1.4% among 370,000 | activation, % at 6.8 µM;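 active = activation above the mean of all tested compounds plus 3 SD, cut at about 5.5% in these data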;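 also: 100% = response to 3 µM Δ7-dafachronic acid high control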
FXN GAA850 act: activators of GAA850 frataxin (FXN) promoter; activation, % at 6 µM; HEK293 lucGAA850 FXN promoter luciferase reporter, 24 h; percent of 10 µM SAHA response; hit rate 0.56% among 360,000;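 active = activation above the average of all compounds screened plus 3 SD, cutoff fixed separately per campaign, cut at about 7.5% in these data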;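 also: 0% = DMSO wells and 100% = 10 µM SAHA wells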
DAX1 inh-1: inhibits human nuclear receptor DAX1; P51843; HEK293 Gal4-DAX1 luciferase reporter, luminescence; inhibition, % at 6.75 µM; hit rate 0.99% among 340,000; AID 504766;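 active = inhibition above the mean over all tested compounds plus 3 SD, cut at about 4.2% in these data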;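 also: 0% = DAX1-transfected cells with DMSO and 100% = empty-vector control cells with DMSO; inhibition shows as a rise in luminescence from relieved DAX1 repression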
ADAM10 inh: ADAM10 inhibition, QFRET primary screen; hit rate 0.62% among 370,000; recombinant ADAM10, EDANS/DABCYL FRET peptide cleavage, 3 h; O14672; inhibition, % at 7 µM; AID 720582;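 active = inhibition above a per-campaign cutoff equal to the mean of compounds falling between control-based bounds plus 3 SD, cut at about 20% in these data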;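 also: 0% = DMSO wells while the 100% control is not disclosed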
DAX1 inh-2: inhibitors of DAX1 repression of SF-1 activated StAR promoter | HEK293T StAR-luciferase reporter, SF-1/DAX-1 repression relief | inhibition, % at 6.8 µM | AID 652010 | hit rate 1.1% among 370,000;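 active = inhibition above the mean over all tested compounds plus 3 SD, cut at about 3.6% in these data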;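 also: 0% = DAX-1 cells with DMSO and 100% = cells lacking DAX-1 with DMSO; higher inhibition means more luminescence from relief of DAX-1 repression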
GC-A act: GC-A (human) enzyme activation | hit rate 0.14% among 370,000 | activation, % at 10 µM | P16066 | HEK293 GC-A cells, cGMP TR-FRET, EC30 ANP; 0% at EC30 ANP, 100% saturating ANP | AID 1671463; in the data active = activation above about 40%
Target sequence (P16066 whole entry, looked up): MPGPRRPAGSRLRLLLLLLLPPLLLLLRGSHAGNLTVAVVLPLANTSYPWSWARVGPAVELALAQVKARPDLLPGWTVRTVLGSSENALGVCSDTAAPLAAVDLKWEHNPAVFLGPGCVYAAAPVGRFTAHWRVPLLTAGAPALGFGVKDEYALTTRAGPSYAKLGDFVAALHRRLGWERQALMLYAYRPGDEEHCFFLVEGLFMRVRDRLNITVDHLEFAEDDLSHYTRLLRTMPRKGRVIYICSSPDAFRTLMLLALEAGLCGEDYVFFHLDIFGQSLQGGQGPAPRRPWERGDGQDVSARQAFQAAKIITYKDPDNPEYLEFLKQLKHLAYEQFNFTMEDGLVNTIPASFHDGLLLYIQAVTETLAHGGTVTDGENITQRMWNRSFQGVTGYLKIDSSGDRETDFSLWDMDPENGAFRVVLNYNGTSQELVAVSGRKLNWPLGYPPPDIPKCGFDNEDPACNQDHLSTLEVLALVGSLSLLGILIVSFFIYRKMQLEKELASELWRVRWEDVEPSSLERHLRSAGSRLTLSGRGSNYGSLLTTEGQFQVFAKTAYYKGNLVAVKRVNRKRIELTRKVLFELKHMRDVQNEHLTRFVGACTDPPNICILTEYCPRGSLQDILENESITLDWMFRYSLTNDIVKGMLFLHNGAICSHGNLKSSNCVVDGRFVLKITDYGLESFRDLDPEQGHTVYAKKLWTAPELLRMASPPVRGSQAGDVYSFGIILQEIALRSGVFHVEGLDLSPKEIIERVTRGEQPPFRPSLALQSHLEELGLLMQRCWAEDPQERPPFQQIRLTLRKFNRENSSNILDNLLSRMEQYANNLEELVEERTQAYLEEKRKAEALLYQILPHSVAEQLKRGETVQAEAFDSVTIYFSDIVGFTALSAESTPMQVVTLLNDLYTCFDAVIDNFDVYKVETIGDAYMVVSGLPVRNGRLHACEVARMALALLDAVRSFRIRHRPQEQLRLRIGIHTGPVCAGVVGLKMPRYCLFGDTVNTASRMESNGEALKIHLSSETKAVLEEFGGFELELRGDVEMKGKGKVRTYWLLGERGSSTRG
The depositor's hits bear a star; · = no result given.

SMILES	SMARCA2 activ	ssDAF12 agonist	hgDAF12 agonist	PG9 binder	ADAM17 inh	hcDAF12 agonist	FXN GAA850 act	DAX1 inh-1	ADAM10 inh	DAX1 inh-2	GC-A act
Cc1ccc2nc3n(c2c1)CCCN3	2	-0.1	2.2	-2.1	-4	0.4	1.4	2.3	-3	-0.1	2
Cc1ccc(N(CC(=O)N=Nc2c(O)[nH]c3ccccc23)S(C)(=O)=O)c(C)c1	-2	-0.6	-0.7	-11	1	0.2	-0.5	1.9	3	0.2	-1
Cc1ccc(NC(=O)NC(=O)CSc2nnnn2C)c(C)c1	3	-1.3	1.0	-1.4	0	-1.1	3.5	0.7	-2	-0.2	-1
Cc1cccc(CNC(=O)c2ccccc2NC(=O)C2=CSCCO2)c1	0	-1.4	-0.3	-1.2	-1	-1.9	-1.4	0.2	10	-0.7	1
O=S(=O)(c1cccs1)n1cnc2ccccc21	0	-1.4	2.1	-0.5	2	-1.7	0.4	-0.2	0	0.1	-2
CCC1CN2CCc3cc(OC)c(OC)cc3C2CC1CC1c2cc(OC)c(OC)cc2CCN1C(=O)C(Cc1c[nH]c2ccccc12)NC(=O)OC(C)(C)C (stereo not given)	-3	-1.2	-1.6	-1.0	-11	-1.4	-4.4	-1.3	-40	-1.7	-3
CC(C)OP(=O)(c1ccc(N(C)C)cc1)C(O)c1c(Cl)cccc1Cl (stereo not given)	-1	-1.1	-0.8	-0.1	-3	-0.9	0.0	-1.4	0	0.0	2
Cc1ccsc1/C=N/N=C/c1sccc1C	6	1.6*	17*	-1.7	1	11*	2.2	1.9	-5	3.2	15
O=C(NCc1ccccc1)C1=C[C@@H](C2CC2)C[C@@H](OCCCCO)O1	0	-1.4	-2.9	0.3	-6	-2.6	2.0	2.9	-16	-0.3	2
COc1cccc(C2=CC(c3ccccc3)n3nnnc3N2)c1 (stereo not given)	-1	-0.5	6.6	-1.5	-1	0.8	-4.7	-0.2	2	-2.3	9
O=C(NCCc1ccccn1)C(F)(F)C(F)(F)C(F)(F)C(F)(F)C(F)(F)C(F)F	6	-1.2	0.9	0.6	-2	2.0	0.8	1.4	6	0.3	1
COC(=O)CC1C(=O)NCCN1C(=O)CSc1nc2ccccc2c(=O)n1CC(C)C (stereo not given)	1	-1.9	-2.3	-0.7	-3	-1.5	0.6	-0.7	-2	-0.4	0
Cn1c(=O)c(N=O)c(N)n(Cc2ccccc2)c1=S	-1	-1.1	4.1	-3.3	-1	-1.5	0.7	-0.1	1	-0.4	4
O=C(c1ccc(-c2ccccc2)cc1)C1CCCN(C(=O)c2ccncc2)C1 (stereo not given)	-3	-1.5	0.4	-1.2	1	-2.6	0.8	-1.7	2	-0.4	3
CCc1cc(C(=O)N2CCCC(C(=O)c3cccc(OC(C)C)c3)C2)n(C)n1 (stereo not given)	-4	-1.6	-2.5	-3.0	1	-1.5	1.2	-1.1	1	-0.8	-1
c1ccc2[nH]c3cc4ncnc4cc3nc2c1	5	-0.7	9.1	-17	-1	0.0	4.2	3.9	2	-0.1	-8
Cc1ccc(-c2nnn(CC(=O)N(Cc3ccccc3F)C(C(=O)NC3CCCC3)c3ccncc3)n2)o1 (stereo not given)	1	-1.1	0.3	-0.6	-1	-1.3	-0.4	-0.1	1	-0.9	-3
C=CCCC(=O)N(Cc1ccccc1)c1ccccc1C(=O)Nc1cc(OC)ccc1OC	-5	-1.1	-0.8	·	1	-4.7	·	·	-1	-1.1	-14
CC12CCCCC1NS(=O)(=O)OC2 (stereo not given)	1	-1.6	0.5	0.9	-3	0.7	-0.6	-1.4	5	1.2	0
O=C(O)Cc1ccc(NC(=O)Nc2ccc3c(c2)OCO3)cc1	2	-1.2	3.0	-0.7	-2	0.3	3.3	0.7	0	3.3	6
CCCCOC(=O)CSc1n[nH]c(=O)[nH]c1=O	6	-1.7	2.8	-1.8	-1	-0.6	-1.5	1.4	-1	-0.2	1
O=C(Nc1nc2cc3c(cc2s1)OCCO3)c1ccc(N2C(=O)CCC2=O)cc1	0	-1.5	-1.9	-0.3	-7	0.3	-0.7	-1.9	-9	0.7	5
CNC(=O)/C(C#N)=C/c1ccc(-c2ccc(Cl)cc2)o1	2	-1.3	4.9	-1.8	-2	2.3	7.2	0.9	-4	1.4	1
CSC(C1CCCC1)n1nnc2ccccc21 (stereo not given)	0	-1.3	0.7	-2.0	1	0.0	0.8	-0.5	17	-0.3	-2
CCCCNc1c(-c2ccc(SC(C)CC)cc2)nc2ccc(Cl)cn12 (stereo not given)	4	0.5	9.8	1.6	-23	2.5	·	·	-96	1.2	19
Nc1nc(NC(=O)/C=C\C(=O)O)nn1-c1ccccc1	-5	-1.5	-2.5	-0.2	0	0.2	-0.7	0.8	4	1.8	0
Clc1ccc(-c2cnc3ccccc3n2)cc1	4	-0.8	8.7	0.0	-6	3.4	5.2	2.9	-20	1.2	2
Cc1ccccc1S(=O)(=O)Cc1ccc(C(=O)NC2CCCCC2)o1	-5	-1.6	0.5	-1.5	-2	-1.9	-0.2	0.4	6	-0.2	1
O=C(/C=C1\NCC2c3ccccc3CCN2C1=O)c1ccccc1 (stereo not given)	2	-0.2	2.0	-3.3	-6	2.2	1.3	0.7	-27	1.2	3
CCCNc1c(NS(=O)(=O)c2ccc(C(C)(C)C)cc2)c(=O)oc2ccccc12	-3	-0.8	2.6	-1.6	0	-1.2	2.2	0.9	3	-0.1	1
Cn1c(=O)n(C)c2cc(CNc3ccc(N4CCOCC4)c(C(=O)O)c3)ccc21	-2	-1.4	0.4	-0.4	-11	-2.1	1.2	2.1	-65	0.9	1
COc1ccc(C2CN=NC2C(=O)c2ccccc2)cc1 (stereo not given)	0	-0.2	3.1	-0.5	-6	2.0	2.2	-0.2	6	0.1	3
Cc1cc(C)n2nc(SCC(=O)Nc3ccc(F)cc3)nc2n1	-1	-1.0	0.4	0.4	-2	-1.2	-0.6	0.6	-8	-0.1	1
NCC1C2CCC(O2)C1CO (stereo not given)	1	-1.4	1.7	-2.0	-2	0.0	2.8	2.4	-5	0.1	1
CCOC(=O)C(C(=O)N(C)C)c1ncc(C(F)(F)F)cc1Cl (stereo not given)	-2	-1.5	1.8	0.9	-3	-2.2	3.3	-0.6	-2	-0.5	2
C/C(=N\NC(=O)C1COc2ccccc2O1)c1ccc(C)o1 (stereo not given)	-1	-0.7	3.3	0.3	-3	2.7	2.0	1.3	-18	-0.5	-1
Cn1nnc(NC(=O)c2ccc(Br)o2)n1	-1	-1.1	3.4	-0.5	-4	-0.8	-0.1	0.5	-6	-0.1	1
CN(CC(=O)Nc1ccc(Cl)cc1)C(=O)c1cccc(S(=O)(=O)NCc2ccccc2)c1	0	-0.8	-0.4	-3.7	1	-2.8	2.0	0.0	8	-2.5	-5
CCOc1ccccc1NC(=S)NCc1ccco1	1	-0.9	-3.4	0.9	-7	-1.0	1.3	0.6	-2	-0.9	4
CC(=O)NCCNC(=O)C1CCC(CNc2nc(=S)[nH]c3ccccc23)CC1 (stereo not given)	-2	-1.1	0.1	-0.8	-3	0.4	2.4	0.5	0	0.1	3
NC(=O)C1=C[C@H](c2csc3ccccc23)C[C@H](OCCCCO)O1	0	-0.9	0.5	-0.8	-2	3.2	-1.0	0.3	-5	0.1	-4
Cc1cccc(NC(=O)CSc2nnc(-c3cnccn3)n2Cc2ccco2)c1	-3	-1.6	0.1	-4.3	1	-1.2	-2.2	-0.8	9	-0.7	-38
CCOc1ccc(C2C(C#N)=C(N)N(c3sc4c(c3C#N)CCCC4)C3=C2C(=O)CCC3)cc1 (stereo not given)	-2	-1.3	-0.3	-1.6	-4	-0.4	2.3	0.4	0	0.2	·
N#Cc1ccc(/C=C(\C(=O)C(=O)O)c2ccc3ccccc3n2)cc1	6	1.2*	15*	-2.6	-9	10*	8.3*	6.0*	-23	6.8*	-2
CSc1nc(N)c(C#N)c(-c2ccc(Cl)cc2)c1C#N	1	-1.4	-2.4	1.7	-5	-2.5	5.9	-0.5	-4	-1.6	-8
COc1ccc(CCNC(=O)C2CCCN(S(=O)(=O)c3ccc(F)cc3)C2)cc1 (stereo not given)	2	-1.3	-0.2	-0.4	-4	-1.5	0.9	0.0	2	-1.1	1
Cc1ccc(S(=O)(=O)N2CCOCC2)cc1C(=O)Nc1ccccn1	2	-0.9	-2.0	-1.3	0	-0.8	0.7	-0.9	6	0.0	0
CNc1nc(N)c([N+](=O)[O-])c(Nc2ccccc2OC)n1	-3	-0.6	-2.5	1.1	-2	-3.8	2.1	-0.6	-4	-0.3	10
Cc1noc(C)c1NC(=O)Nc1ccc2c(c1)C(=O)N([C@H](C)CO)C[C@H](C)[C@@H](CN(C)S(C)(=O)=O)O2	0	-0.5	3.0	-0.1	-3	-0.6	1.1	0.5	7	0.1	1
Cc1cc(NC(=O)CSc2nc3sc(C)c(C)c3c(=O)n2C2CCCC2)no1	-1	-1.3	-0.6	-1.2	-1	-1.8	-0.1	-0.1	-9	-0.4	-5

The listing continues:
SMILES	SMARCA2 activ	ssDAF12 agonist	hgDAF12 agonist	PG9 binder	ADAM17 inh	hcDAF12 agonist	FXN GAA850 act	DAX1 inh-1	ADAM10 inh	DAX1 inh-2	GC-A act
O=C(Cc1cccs1)Nc1ccc(F)cc1	3	-1.6	1.0	1.4	-1	0.0	0.9	-0.2	4	-0.2	5
O=C(CCn1nnc2ccccc21)N1CCC(O)(c2cccc(F)c2)CC1	-7	-0.7	-2.0	1.3	1	0.2	1.1	0.2	-9	0.7	1
O=C(OCCN1CCCCC1)c1ccccc1Br	-3	-0.1	-3.0	0.9	1	-0.7	-0.3	-0.5	5	0.0	-2
Cc1ccc(-c2csc3ncnc(NCCC(=O)O)c23)cc1	2	-1.5	2.2	-4.0	-1	-2.8	-1.2	0.3	13	-0.7	-3
Cc1cc(C)nc(CCNC(=O)CC2C(=O)NCCN2Cc2ccccc2)n1 (stereo not given)	-3	-1.1	-0.5	2.1	0	0.5	-0.6	-0.2	-16	0.3	6
CC(=O)N1CCc2cc(N=NC3=C(O)CC(C)(C)CC3=O)ccc21	8	-0.2	15*	-3.0	3	2.5	1.6	3.2	8	3.9*	-6
Cc1cccc(NC(=O)CC2(CC(=O)O)CCCC2)c1	-2	-1.2	2.1	0.3	-5	-0.3	-0.7	0.4	-1	0.0	1
CC1=C(C(=O)OCc2ccccc2)C(c2ccccc2OS(=O)(=O)c2ccc([N+](=O)[O-])cc2)NC(=O)N1CCCC(=O)O (stereo not given)	-1	-1.1	1.4	-1.2	-2	-1.7	-1.3	-0.3	-10	0.5	-3
C=CCn1c(SCC(=O)Nc2ccc3c(c2)OCO3)nnc1-c1ccccc1O	0	-2.1	0.4	-1.6	-3	-1.7	-1.1	-0.7	-1	-0.3	-4

Structural class, the compounds so far containing a tert-butyl group
SMILES	SMARCA2 activ	ssDAF12 agonist	hgDAF12 agonist	PG9 binder	ADAM17 inh	hcDAF12 agonist	FXN GAA850 act	DAX1 inh-1	ADAM10 inh	DAX1 inh-2	GC-A act
CCC1CN2CCc3cc(OC)c(OC)cc3C2CC1CC1c2cc(OC)c(OC)cc2CCN1C(=O)C(Cc1c[nH]c2ccccc12)NC(=O)OC(C)(C)C (stereo not given)	-3	-1.2	-1.6	-1.0	-11	-1.4	-4.4	-1.3	-40	-1.7	-3
CCCNc1c(NS(=O)(=O)c2ccc(C(C)(C)C)cc2)c(=O)oc2ccccc12	-3	-0.8	2.6	-1.6	0	-1.2	2.2	0.9	3	-0.1	1
